# Mito fusion act = mitochondrial division inhibition or fusion activation; S. cerevisiae fusion-defective mutant growth rescue, CellTiterGlo 48 h; Potency, µM (titrated, usually from 46.1 µM), for the others: at the top dose growth rescue (activation), hits mostly activators; 320,000 tested, 0.23% active;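 further: potency means the concentration at half of the fitted maximal effect; % of control where 0% means no effect; nearly all actives have a fitted effect of over 45% in size; temperature-sensitive fusion mutants such as fzo1-1 at 37 °C on non-fermentable ethanol glycerol medium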
#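 Growth-rescue viability read-out: after 48 h at the non-permissive 37C in glycerol/ethanol YPEG, yeast mitochondrial fusion mutants are measured by CellTiterGlo luminescence; compounds (23 nl pinned per well) restoring growth score as division inhibitors or fusion activators.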
# AT treatment = candidate therapy for ataxia-telangiectasia; […] A-T fibroblasts, KAP-1 phosphorylation AlphaLISA; neocarzinostatin DNA damage 30 min before lysis; Potency, µM (top dose mostly 57.5 µM), inactives show at the highest dose activation, hits mostly activators; 320,000 tested, 0.19% active; AID 485349; further: potency means the concentration at half of the fitted maximal effect; % of control where 0% means no effect; nearly all actives have a fitted effect of over 45% in size
#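 ATM-like activity read as KAP-1 phosphorylation via AlphaLISA donor/acceptor antibody pairs after lysis and 6 hr at 25C. Cells were ATM-null patient fibroblasts ([…], hTERT), dosed 60 min, then exposed to the DSB inducer NCS for 30 min.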
# USP2a block = USP2a (human) protease inhibition | USP2 core, Ub-CHOP2 coupled fluorogenic reporter, 485/531 | 330,000 tested, 0.01% active | Potency, µM (doses to about 38.3 µM), without a hit: top-dose activity change, negative = inhibition, hits mostly inhibitors | O75604;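 further: potency means the concentration at half of the fitted maximal effect; plate controls were DMSO wells for no effect and full inhibition by NEM control for full effect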
# Target sequence (O75604 whole entry, looked up): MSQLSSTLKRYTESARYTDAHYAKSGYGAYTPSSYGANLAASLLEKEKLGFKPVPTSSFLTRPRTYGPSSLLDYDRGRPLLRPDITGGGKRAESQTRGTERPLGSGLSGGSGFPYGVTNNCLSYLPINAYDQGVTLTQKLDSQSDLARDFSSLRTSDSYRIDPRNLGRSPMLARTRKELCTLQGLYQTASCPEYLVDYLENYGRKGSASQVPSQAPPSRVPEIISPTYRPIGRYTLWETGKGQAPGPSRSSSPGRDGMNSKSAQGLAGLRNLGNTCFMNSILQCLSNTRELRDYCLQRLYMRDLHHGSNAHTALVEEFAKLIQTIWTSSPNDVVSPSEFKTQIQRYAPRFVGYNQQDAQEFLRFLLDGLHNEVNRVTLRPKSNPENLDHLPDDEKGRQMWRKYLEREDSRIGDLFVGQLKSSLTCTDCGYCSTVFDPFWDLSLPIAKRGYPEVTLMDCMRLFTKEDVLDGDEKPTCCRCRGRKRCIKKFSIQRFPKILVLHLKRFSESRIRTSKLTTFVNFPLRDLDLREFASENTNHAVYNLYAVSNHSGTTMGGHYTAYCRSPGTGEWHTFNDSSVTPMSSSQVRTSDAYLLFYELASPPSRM
#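 USP2 core (10nM final) preincubated 30min RT with compound in 20mM Tris-HCl pH 8.0, 2mM CaCl2, 2mM beta-mercaptoethanol, 0.05% CHAPS; 25nM Ub-CHOP2 plus 25nM reporter substrate added, fluorescence (Ex485/Em531) read after 60min.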
# ELG1 DNA repair = inhibitors of ELG1-dependent DNA repair in HEK293T cells; Potency, µM (titrated, usually from 46.1 µM), for the others: at the highest dose activity change, negative = inhibition, hits mostly inhibitors; 330,000 tested, 2.3% active; HEK293T ELG1-luciferase reporter, luminescence, 16 h; DNA damage induced by 5-fluorouridine; further: potency means the concentration at half of the fitted maximal effect; on the % scale 0 is the no-effect control and ±100 the full control effect; nearly all actives have a fitted effect of over 55% in size
#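 Luminescence from the luciferase reporter, measured 30 min after ONE-Glo reagent at room temperature, was the read-out. Beforehand, 2,000 cells per well were exposed for 16 hr at 37 °C to 5-fluorouridine together with compound or vehicle.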
# hERG WT inh = inhibitors of human wildtype KCNH2 potassium channel; Q12809; U2OS, BacMam KCNH2, thallium flux FluxOr; active compounds read low; activity change, % at 1.84 µM; 340,000 tested, 0.37% active; AID 720551;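 active means maximum activity change below -70%; inconclusive means maximum activity change between -70% and -50%; inactive means maximum activity change above -50%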; further: on the % scale 0 is the no-effect control and ±100 the full control effect
#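 U2OS cells transduced with wild-type KCNH2 virus are loaded with FluxOr dye for 45 min, and thallium flux is measured in kinetic reads before and after stimulation buffer. Rate constants are normalized to DMSO controls.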
# TRPV1 ag = agonists of human vanilloid receptor 1 (TRPV1). 320,000 tested, 0.19% active. AID 540275. TRPV1-expressing cells, Fluo-8 calcium influx, agonist mode. activation, % at 8.33 µM. Q8NER1; in the data active means activation above about 80%; inconclusive means between about 30% and that limit; further: 0% is about no effect
#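 TRPV1-expressing cells were cultured overnight at 35.5C and loaded with Fluo-8 calcium dye for 40 to 90 min at room temperature. After a 10 s baseline, compound was added and calcium influx was read kinetically for 3 min (ex 480/em 520 nm).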
# TCR activator = activators of T cell receptors; primary human leukocytes, anti-CD3, IL-2 HTRF, 48 h; Potency, µM (top dose mostly 9.22 µM), for inactives: top-dose activation of IL-2 secretion, hits mostly activators; 330,000 tested, under 10 active; AID 504894; further: % of control where 0% means no effect
#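 48 hr co-incubation of compounds, a-CD3 beads and primary human leukocytes; IL-2 quantified homogeneously by HTRF with anti-IL-2 K and d2 conjugates.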
# KCNH2 3.1 block = KCNH2 3.1 (human) potassium channel inhibition; 340,000 tested, 0.95% active; activity change, % (tested at about 1.8 µM); U2OS KCNH2 3.1, thallium flux FluxOr; active compounds read low; AID 720553;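 active means maximum activity change below -70%; inconclusive means maximum activity change from -70% to -50%; inactive means maximum activity change above -50%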;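 further: thallium influx rate constant from kinetic fluorescence after stimulation buffer; on the % scale 0 is the no-effect control and ±100 the full control effect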
#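 FluxOr-based Tl+ influx in U2OS cells transduced with KCNH2 3.1 virus; rate constants normalized to DMSO controls.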
# Eya2 inh = inhibitors of human Eya2 phosphatase activity; 330,000 tested, 0.006% active; Potency, µM (highest dose often 76.9 µM), without a hit: top-dose activity, negative = inhibition, usual class: inhibitors; recombinant Eya2, OMFP fluorescence dephosphorylation (OMFP is methylfluorescein phosphate); further: potency means the concentration at half of the fitted maximal effect; on the % scale 0 is the no-effect control and ±100 the full control effect
#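 Eya2 (0.2 uM) preincubated 10 min at ambient with compound, then OMFP substrate added at 50 uM; 10 min reaction in 50 mM HEPES pH 7.5, 50 mM NaCl, 5 uM MgCl2, 0.05% BSA, 1 mM DTT. Fluorescence read at Ex 485/Em 525 nm.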
# TSHR antag = antagonists of human thyroid stimulating hormone receptor; TSHR-expressing cells, TSH-stimulated cAMP HTRF, 2 h; active compounds read low; 330,000 tested, 0.2% active; P16473; activity change, negative = inhibition, % at 11.5 µM;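 active means activity change below a set negative limit, meaning inhibition stronger than a set level, cut at about -70% in these data; inconclusive means activity change between two set negative limits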; further: on the % scale 0 is the no-effect control and ±100 the full control effect
#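 Inhibition of cAMP made by TSHR-expressing cells under TSH stimulation (4nM final, EC80; 2 h, 37 deg C) is quantified with a one-step lysis HTRF kit, anti-cAMP cryptate versus cAMP-d2.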
# * hit, by the source's call; ? = inconclusive; · = not tested or not shown; [ ] = dose if it differs, or a comment. Unless noted, the call rests on the fitted dose curve; in most records, active means well fitted curve in the direction sought with a large enough effect; inconclusive means small, poorly fitted or top-dose-only effect, or another doubt; inactive means no such curve, though single readings can be large; an effect the other way counts as inactive or inconclusive.
# Values run as follows: Mito fusion act, AT treatment, USP2a block, ELG1 DNA repair, hERG WT inh, TRPV1 ag, TCR activator, KCNH2 3.1 block, Eya2 inh, TSHR antag
Cc1cc(C)c(C)c(S(=O)(=O)NC(C)C(=O)O)c1C (stereo not drawn)
  -1%, -2%, -2%, 0%, 0, 0, 10%, 10, -2%, -3
COc1ccc(NC(=O)CC2C(=O)N(c3cccc(OC)c3)C(=O)N2C(C)C)cc1 (stereo not drawn)
  -11%, 2%, 3%, -2%, 3, 5, -5%, 0, -12%, 4
Cc1cccc2cc(CN(Cc3ccc(F)cc3)C(=O)N3CCOCC3)c(=O)[nH]c12
  1%, ·, -5%, -40%, 13, 2, 7%[46.1 µM], -17, -1%, -8
CC(C)(CN1CCc2ccccc2C1)NS(=O)(=O)c1ccc(Cl)cc1
  -12%, -12%, 0%, ?, 29, 5, -2%, -23, -4%, 4
COc1ccccc1[C@H]1C(c2cccc(C)c2)=NN(c2ccccc2)[C@@H]1CO
  ·, 29%, -6%, -25%, -1, ·, 1%[46.1 µM], -6, -10%, 9
O=C(COC(=O)CCCOc1ccc(Cl)cc1Cl)Nc1cccc(Cl)c1
  -10%, 10%, -1%, -4%, 3, 4, 1%[46.1 µM], -3, -4%, -11
COc1ccc(CC(C)N2CCN(c3ccccc3)CC2)cc1OC (stereo not drawn)
  1%, 0%, 4%, -9%, 66, 0, -2%, -16, -18%, 0
CCOc1ccc(-c2cccc(NC(=O)c3ccco3)c2)nn1
  5%, 5%, 0%, -6%, -8, 3, 1%, 20, 2%, -7
CC1CCCN(C(=O)COC(=O)CSc2ccc(C(N)=O)cc2[N+](=O)[O-])C1 (stereo not drawn)
  0%, 0%, 3%, 8%, -5, 3, -3%, 19, -9%, -11
O=C(CSc1ccc([N+](=O)[O-])cc1)NCC1CCCCC1
  -1%, 10%, 0%, 5%, -3, ?, -6%, -5, 7%, 3
N#Cc1ccc(OCC(=O)Nc2nc(-c3cccnc3)cs2)cc1
  1%, -8%, 0%, 13%, -2, 1, 2%, 4, 4%, -5
COc1cc(S(=O)(=O)NCc2ccc(F)cc2)ccc1-n1cnnn1
  3%, 2%, 0%, -1%, 0, -3, 2%, -4, -9%, -4
CCCNC(=O)C(Cc1ccccc1F)NC(=O)c1ccc(C#N)cc1 (stereo not drawn)
  -3%, 9%, 2%, ?, 7, 17, 3%, -99*, -14%, -11
Oc1c(C=Nc2cccc3nsnc23)ccc2ccccc12
  -2%, -1%, 4%, -9%, 1, -1, -8%, 4, 19%, 12
C=CCC1(CC=C)CCCN1C(=O)c1cc(COc2ccc(F)c(F)c2)on1
  -7%, 15%, 1%, ?, -15, 4, -2%, -1, -16%, -10
CC(C)N1C(=O)/C(=C\c2nc3ccccc3c(=O)[nH]2)c2ccccc21
  19%, 16%, -1%, ?, 29, 12, -2%[46.1 µM], 2, -8%, 2
O=C(Cn1c(C(F)(F)F)nc2ccccc21)Nc1ccccc1C(=O)O
  19%, 1%, 2%, 19%, 2, 0, -4%, 17, 8%, 1
CC1CCCN(C(=O)COC(=O)CNC(=O)c2ccc(Br)cc2)C1 (stereo not drawn)
  1%, -2%, 0%, 2%, 1, 1, 4%, -4, -16%, -2
CCN(CC(=O)NCc1cccs1)C(=O)c1ccc(S(=O)(=O)Nc2ccccc2Cl)cc1
  -1%, 0%, 0%, -3%, 1, 0, 2%, -7, 18%, -4
CN(CC(=O)Nc1cccc(F)c1)CC(=O)Nc1cccc(S(=O)(=O)N2CCCCC2)c1
  -2%, 8%, -6%, ?, -12, 24, -1%, -3, -13%, -24

# Only TSHR antag and Mito fusion act, for some of the entries so far:
Molecule,TSHR antag,Mito fusion act
O=C(CSc1ccc([N+](=O)[O-])cc1)NCC1CCCCC1,3,-1%
C=CCC1(CC=C)CCCN1C(=O)c1cc(COc2ccc(F)c(F)c2)on1,-10,-7%
COc1ccc(CC(C)N2CCN(c3ccccc3)CC2)cc1OC (stereo not drawn),0,1%
Oc1c(C=Nc2cccc3nsnc23)ccc2ccccc12,12,-2%
Cc1cccc2cc(CN(Cc3ccc(F)cc3)C(=O)N3CCOCC3)c(=O)[nH]c12,-8,1%

# Single records, from the list above. Order of values: Mito fusion act, AT treatment, USP2a block, ELG1 DNA repair, hERG WT inh, TRPV1 ag, TCR activator, KCNH2 3.1 block, Eya2 inh, TSHR antag
# CC(C)(CN1CCc2ccccc2C1)NS(=O)(=O)c1ccc(Cl)cc1 reads -12%, -12%, 0%, ?, 29, 5, -2%, -23, -4%, 4
# COc1ccc(NC(=O)CC2C(=O)N(c3cccc(OC)c3)C(=O)N2C(C)C)cc1 (stereo not drawn) reads -11%, 2%, 3%, -2%, 3, 5, -5%, 0, -12%, 4

# Next compounds:
# Values run as follows: Mito fusion act, AT treatment, USP2a block, ELG1 DNA repair, hERG WT inh, TRPV1 ag, TCR activator, KCNH2 3.1 block, Eya2 inh, TSHR antag
COc1ccc(CCNS(=O)(=O)CCNC(=O)c2ccc3c(c2)OCO3)cc1OC
  1%, 8%, 0%, ?, -5, 1, 8%, -22, 7%, 1
COc1cccc(=O)c2c(C)n(-c3ccc(C(=O)O)cc3)c(C)c12
  -2%, 1%, 7%, -8%, -4, 2, 0%, 0, 0%, 13
O=C(CSc1nc2ccccc2[nH]1)NC1CCS(=O)(=O)C1 (stereo not drawn)
  -3%, -3%, 1%, 19%, -16, -1, -3%, -12, -3%, 10
CC(C)CC1NC(=O)c2ccc(Cl)cc2-n2c1nc1ccc(Cl)cc1c2=O (stereo not drawn)
  ·, -4%, 7%, 18%, ·, ·, ·, ·, 9%, -14
O=[N+]([O-])c1ccc2c(c1)S(=O)c1ccccc1-2 (stereo not drawn)
  -2%, 2%, 2%, -9%, 2, 2, 3%, 7, 10%, 1
C/C(=N\NC(=O)OC(C)(C)C)c1ccc[nH]1
  2%, 0%, 1%, ?, 0, -2, -4%, -24, -7%, -1
CCCCCCCOC(=O)C[N+](C)(C)CCOC1CC2CCC1(C)C2(C)C (stereo not drawn)
  -24%, 10%, -1%, ?, 10, ?, 3%[46.1 µM], ·, -11%, 13
CCC(C)Nc1nc2c(c(=O)[nH]c(=O)n2C)n1CCC(C)C (stereo not drawn)
  2%, -5%, -1%, 1%, -2, 1, 0%[46.1 µM], 10, -6%, 8
COc1ccc(OC)c(CC(NC(C)=O)C(=O)NC2CCN(c3nc(OC)nc(OC)n3)CC2)c1 (stereo not drawn)
  2%, -14%, 0%, -3%, 11, 1, -2%, 6, 13%, 4
COc1ccc(NC(=O)COC(=O)CCCc2c[nH]c3ccccc23)cc1OC
  -4%, 0%, 3%, 27%, -15, 3, -1%, -1, 6%, -8
O=C1ON=C(c2ccccc2)/C1=C/c1ccc(O)c(O)c1
  -13%, -16%, 6%, 19%, 6, 2, 5%, -4, 6%, -1
COc1ccc(N(CC(=O)Nc2ccc(S(=O)(=O)N3CCCC3)cc2)S(C)(=O)=O)cc1OC
  -4%, ·, 0%, -8%, 8, -2, 2%[46.1 µM], -1, -1%, -7
O=C(Nc1cccc(F)c1)c1ccc(S(=O)(=O)NCC2CCCO2)cc1 (stereo not drawn)
  -1%, 2%, 3%, ?, 2, 0, 8%, 2, -5%, -9
CC(=O)N1CSCC1C(=O)NNS(=O)(=O)c1cccc(C(F)(F)F)c1 (stereo not drawn)
  -1%, -12%, 1%, 5%, 0, 0, -5%, 3, 2%, 3
Cc1cc(NC(=O)CCCn2nc([N+](=O)[O-])c(Cl)c2C)no1
  17%, -3%, 6%, 10%, 2, -4, -6%, 8, -8%, 7
Cc1ccccc1C(=O)Nc1ccc(N2CCN(C(=O)c3ccco3)CC2)cc1
  -1%, -6%, -1%, -19%, 8, -1, 0%, -8, -4%, -11
Cc1ccc2ncnc(NCCCCCC(=O)O)c2c1
  -3%, 2%, 2%, -13%, 5, 3, 3%, 0, 0%, -5
COc1cc(OC)c(-c2nn3c(-c4cccnc4)nnc3s2)cc1OC
  0%, -3%, -1%, -7%, ·, 8, ·, ·, -1%, -6
CC(C)N(C(=O)[C@H]1CC(CC(=O)NCCc2ccccn2)C(=O)N2CCc3c([nH]c4ccccc34)[C@]12C)C(C)C (stereo partly drawn)
  ·, 13%, 1%, 3%, 0, ·, -2%, 4, -7%, -7
CC(=O)Nc1ccc(S(=O)(=O)Nc2ccccc2C(=O)N2CCCCCC2)cc1
  0%, -4%, -1%, 1%, -4, -3, -4%, 5, ?, 14
O=C(CCCOc1ccccc1)N1CCN(C(=O)c2ccco2)CC1
  5%, -4%, -1%, ?, -24, 2, -3%, -4, -16%, -4

# Screening results (PubChem BioAssay)

# Only part of the results is shown; rates above refer to the full screens.
